Bioassay records: PubChem BioAssay, The Scripps Research Institute Molecular Screening Center
TbREL1 primary – TbREL1 RNA ligase inhibitors, primary screen, biochemical, FRET fluorescence | RNA-editing ligase 1, mitochondrial (Trypanosoma brucei brucei), P86926 | TbREL1 RNA ligation | inhibition, % at 9.66 µM | hit rate 0.49% among 89,000 | AID 1117264, 2014;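 active means inhibition above the mean inhibition across all screened compounds plus 3 SD, cut at about 11% in these data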;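 further: 0% = plate median of test wells and 100% = NSC42067 control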
Target sequence (P86926 whole entry, looked up): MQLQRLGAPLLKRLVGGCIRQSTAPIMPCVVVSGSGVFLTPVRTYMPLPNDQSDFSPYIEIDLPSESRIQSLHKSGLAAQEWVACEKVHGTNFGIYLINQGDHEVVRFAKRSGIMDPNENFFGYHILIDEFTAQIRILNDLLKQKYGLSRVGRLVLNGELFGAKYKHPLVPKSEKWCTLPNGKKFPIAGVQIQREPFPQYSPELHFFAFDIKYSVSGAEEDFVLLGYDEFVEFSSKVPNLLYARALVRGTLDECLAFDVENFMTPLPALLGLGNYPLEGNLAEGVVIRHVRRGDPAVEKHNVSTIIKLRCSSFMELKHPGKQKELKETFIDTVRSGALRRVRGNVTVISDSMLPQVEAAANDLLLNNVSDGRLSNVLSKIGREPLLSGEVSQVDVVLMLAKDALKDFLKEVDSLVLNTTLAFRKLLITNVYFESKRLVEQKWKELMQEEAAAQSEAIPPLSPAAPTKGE
Numbers without * were called inactive. This is a subset; count on the stated rates, not on these rows.

SMILES	TbREL1 primary
O=C(CS(=O)(=O)c1ccccc1)c1ccc2c(c1)OCCO2	1.4
CC1(OC(=O)C2CCCC2)C(=O)C=C2C=C(c3ccsc3)N(c3ccccc3)C=C2C1=O (stereo not drawn)	-1.2
Cc1ccccc1OCC(O)Cn1c(SC(C)C)nc2c1c(=O)[nH]c(=O)n2C (stereo not drawn)	-5.5
CCOC(=O)c1nc(C(=O)NCc2ccc(C)cc2)nc2ccccc12	3.0
O=C(C1CCCN1S(=O)(=O)c1ccccc1[N+](=O)[O-])N1CCN(c2ccccc2)CC1 (stereo not drawn)	-2.1
O=C(CCNC(=O)c1ccc(Br)cc1)NCc1ccccc1F	-1.2
Cc1nc(C)c(-c2ccc(SCc3ccccc3F)nn2)s1	-0.8
O=C(CCc1nc2ccccc2[nH]1)Nc1ccc2c(c1)OCCO2	-0.8
CCOc1ccc(CCNC(=O)CN(C)S(=O)(=O)c2cccc3nsnc23)cc1OCC	0.7
Cc1cccc(N(C(=O)c2snc(C(N)=O)c2N)C(C(=O)NCc2ccccc2)c2ccncc2)c1 (stereo not drawn)	-2.1
COc1ccc(-n2nnnc2C2c3ccccc3C(=O)N2C2CCN(Cc3ccccc3)CC2)cc1 (stereo not drawn)	-2.3
CCC1CCCCN1S(=O)(=O)c1ccc2c(c1)CCN2C(=O)C1CCC1 (stereo not drawn)	-2.5
CN(C)C(=O)N1CCN(C(=O)c2ccco2)CC1	1.5
C#CCOCCOCCOCCNc1nc(N2CCN(C(=O)Cn3cc(CCCN=C(N)N)nn3)CC2)nc(N2CCN(C(=O)[C@H](CCCCN)n3cc(CCC(=O)O)nn3)CC2)n1	-1.1
Cc1ccc(NC(=O)C2c3ccccc3Oc3ccccc32)c(C)c1	1.6
COc1cc(C(=O)OCCn2c(=O)c3c(ncn3CCN(C)C)n(C)c2=O)cc(OC)c1OC	5.6
N/C(=N\OC(=O)COc1ccccc1Cl)c1ccccn1	8.7
CCc1c(C)nc2ncnn2c1Nc1ccc(C(C)=O)cc1	5.6
CCn1c(SCC(=O)NCc2ccco2)nc2c1c(=O)n(C)c(=O)n2C	1.3
Cc1cccc(CCN2C(N(C)C)=NC[C@@H]2CC(C)C)c1	9.0
O=C(NC1CC1)C1=C[C@@H](c2ccccc2)C[C@@H](OCc2ccc(CO)cc2)O1	-2.4
CN(C(=O)COC(=O)c1ccccc1SCC(=O)N1CCCC1)c1ccccc1	-3.4
Clc1cccc(-c2noc3ncnc(Nc4ccc5c(c4)OCO5)c23)c1	-0.2
Cc1cccc(NC(=S)N(CCCN2CCCC2)Cc2cccn2Cc2ccc(Cl)cc2)c1	-2.3
O=C(CSc1nc2cc(Cl)ccc2o1)N1CCOCC1	1.9
Cc1cccc(OCc2nnc(N)s2)c1C	-1.2
C[C@H](CO)N1C[C@H](C)[C@H](CN(C)S(=O)(=O)c2cn(C)cn2)Oc2ccc(NC(=O)Nc3ccc(C(F)(F)F)cc3)cc2CC1=O	-1.7
O=S(=O)(c1cccc2cccnc12)N(CCO)CCO	2.0
C/C=C\C=C/C(=O)Nc1cccc(C2=NOC3(C2)C[C@@H](C(N)=O)N(C(=O)C2(C)CC2)C3)c1 (stereo partly drawn)	0.3
CCC(=O)Nc1cccc(-n2nnnc2SCC(=O)N(C(C)C)C(C)C)c1	-1.8
O=C(NC1CCOC1)c1ccc(OC2CCN(CCc3ccccc3)CC2)cc1 (stereo not drawn)	-1.1
COCCNC(=S)N(CCCO)Cc1cc2cc3c(cc2[nH]c1=O)OCO3	-2.2
COc1ccc(NS(=O)(=O)c2cccc(C(=O)NCc3cccnc3)c2)cc1	-1.5
CN(C)c1ccc(/C=N/N=C2/SC(CC(=O)O)C(=O)N2c2ccc(O)cc2)cc1 (stereo not drawn)	-4.4
O=C(Nc1ccc(S(=O)(=O)N2CCCCC2)cc1)c1cnccn1	1.5
COc1ccc([N+](=O)[O-])cc1NC(=O)C(C)c1ccccc1 (stereo not drawn)	0.5
CCC(C)n1c(SCC(=O)N(CC)c2c(N)n(Cc3ccccc3)c(=O)[nH]c2=O)nc2ccccc2c1=O (stereo not drawn)	3.4
CCCOC(=O)c1ccc(NC(=O)c2cc(OC)c(OC)c(OC)c2Br)cc1	0.6
COc1ccc(NC(=O)CN2C(=O)c3cccc4cccc2c34)c(OC)c1	-3.9
COc1cc(C(=O)N2CCN(C(=O)c3ccco3)CC2)cc(OC)c1OC	4.3
CC1CCCN(C(=O)COC(=O)C2=COCCO2)C1 (stereo not drawn)	-1.1
COc1ccc(CCNS(=O)(=O)CCNC(=O)c2ccc3c(c2)OCO3)cc1OC	0.3
Cc1ccc(-n2ncc3c(=O)[nH]c(SCC(=O)NCC4CCCO4)nc32)cc1 (stereo not drawn)	0.4
Cc1cc(C)cc(C(=O)NCC(=O)OCc2c(C)noc2C)c1	2.0
COc1ccc(N2CCN(C(=O)COC(=O)CCOc3ccc(C)cc3)CC2)cc1	-5.3
CN1CCc2nc(SCC(=O)Nc3ccc(OC(F)(F)F)cc3)c(C#N)c(-c3cccs3)c2C1	12.5*
COc1cc(C(C[N+](=O)[O-])c2c(C)cc3ccccn23)ccc1O (stereo not drawn)	-4.4
COC(=O)NC(Nc1sc2c(c1C(N)=O)CCCC2)(C(=O)OC)C(F)(F)F (stereo not drawn)	8.1
CS(=O)(=O)N1CCN(CC(=O)NC2CCCC2)CC1	-2.4
O=c1[nH]nc(N2CCOCC2)c(=O)[nH]1	-1.3
Cc1cnc(C(=O)Nc2ccc(F)cc2)cn1	-0.2
CCN1CCN(C(=S)Nc2cccc(C(F)(F)F)c2)CC1	-5.6
CCOC(=O)C(C)Sc1nnc(-c2ccccc2O)n1Cc1ccccc1 (stereo not drawn)	6.7
CCc1c(C)c2cc(Cl)c(O)c(CN3CCCCC3)c2oc1=O	-1.1
COc1ccc(NS(=O)(=O)c2ccc(NC(=O)CCNS(=O)(=O)c3ccc(C)cc3)cc2)cc1	-2.8
Clc1ccc(OCCn2ccnc2)c(Cl)c1	1.6
Cc1c(C(=O)NCc2ccc3c(c2)OCCO3)sc(=O)n1Cc1ccccc1F	3.0
CNc1snc(C)c1C(=O)OCC(=O)c1ccc(Cl)cc1	9.4
O=C(CSc1ncnc2scc(-c3ccccc3)c12)Nc1ccc(C(=O)O)cc1	-3.9
CCN(CC(=O)NC1CCS(=O)(=O)C1)C(=O)/C=C/c1cccs1 (stereo not drawn)	4.0
Next part:
SMILES	TbREL1 primary
CCCN(Cc1nnc(-c2ccccc2Cl)o1)C(=O)c1cccc(S(=O)(=O)N2CCOCC2)c1	8.4
CCOC(=O)NC1=NCC(C)(C)S1	0.4
COc1ccc(/C=N/NC(=O)c2ccc(NC(=O)c3cccc([N+](=O)[O-])c3)cc2)c(OC)c1	-4.3
O=C(Nc1ccc(CN2CCOCC2)cc1)c1ccccc1F	0.1
O=C(Cn1cc(COc2ccc(C(=O)c3ccccc3)cc2)nn1)c1ccc(O)cc1	-7.9
NC(=O)C[C@H](NC(=O)c1ccc(Cl)cc1)C(=O)OCc1ccccc1	0.9
NC(=O)CC(NC(=O)c1ccccc1)c1ccc(N2CCCCCCC2)c([N+](=O)[O-])c1 (stereo not drawn)	-0.8
Cc1ccccc1C(=O)N/N=C/c1ccc(Sc2ccccn2)o1	-1.0
Cc1[nH]ncc1Nc1ccccc1C(C)C	-1.8
O=C(c1c[nH]c2ccccc12)C(F)(F)F	6.1
O=C(Nc1ccnn1C1CCN(C(=O)c2cccc(Cl)c2)CC1)C1CCOC1 (stereo not drawn)	-0.8
CC(C)CN1CCC(=O)N([C@H](CSc2ccccc2)Cc2ccccc2)CC1	-4.5
COC(=O)NNC(=O)C(c1ccccc1)c1ccccc1	-2.0
COc1cccc(N=c2oc3c(C)ncc(CO)c3cc2C(N)=O)c1	-1.3
COc1ccc(C2c3ccc4ccccc4c3Oc3ncn(CCCO)c(=N)c32)cc1 (stereo not drawn)	-0.6
O=C(Nc1cccc([N+](=O)[O-])c1)N1CCCCCC1	-0.9
COC(=O)C1=C(C(=O)OC)C(c2cc([N+](=O)[O-])ccc2O)c2sc(=O)[nH]c2S1 (stereo not drawn)	2.4
C=C1C[C@H]2[C@@H]3CCc4cc(OC)ccc4[C@H]3CC[C@]12C	0.2
Cc1nc(-c2cccnc2)sc1C(=O)Nc1ccc(Cl)cc1	3.1
O=C1NC[C@H](Cc2ccccc2)N(C[C@H]2CCCN2C[C@H](Cc2ccccc2)N2C[C@H](Cc3ccccc3)N(CC3CCCCCC3)C(=O)C2=O)C1=O	-2.2
Cc1csc(SCC(=O)Nc2ccc(CC#N)cc2)n1	2.1
CC(C)(O)c1cc2ccc(C#Cc3ccsc3)cc2c(=O)o1	-0.4
COc1ccc(/C=C/C(=O)Nc2c(C(=O)O)[nH]c3ccccc23)cc1OC	-0.8
CN(CC(=O)Nc1cccc(F)c1)C(=O)c1ccc(-n2cncn2)c([N+](=O)[O-])c1	-0.7
COc1cccc(-c2nn(C)c3sc(C(=O)N4CCN(c5ccccc5)CC4)cc23)c1	-3.5
CNC(=O)Cc1nc2ccccc2n1CC(=O)Nc1cc(C)cc(C)c1	-1.8
COc1ccc(C2=NO[C@@H]3C(=O)N(c4cccc(C)c4C)C(=O)[C@H]23)cc1OC	2.5
O=C1CC(c2ccco2)CC2=C1C=Nc1ccccc1N2 (stereo not drawn)	0.0
CC(C)Oc1ccc(C(=O)OC(C)C(=O)NC2CCCCC2C)cc1 (stereo not drawn)	-0.8
Cc1cccc(C(=O)NCCc2nnc(SCC(=O)Nc3nc(C)cs3)n2C)c1	-0.2
O=C(NCC(c1cccs1)N1CCOCC1)c1ccc(Cl)nc1 (stereo not drawn)	4.5
O=C(COc1ccc(F)cc1Cl)Nc1cccc(S(=O)(=O)N2CCCC2)c1	1.9
CCOC(=O)N1CCN(C(=O)C[C@H]2C[C@@]3(C(=O)OC)C(=C[C@H](COCc4ccccc4)O[C@@H]3C)N(Cc3ccco3)C2=O)CC1	-5.3
CN1C[C@@H]2[C@@H]3C(=O)N(Cc4ccccc4)C(=O)[C@@H]3[C@](Cc3ccccc3)(C1=O)N2C(=O)c1ccc(Br)cc1	-2.6
Cc1cc(C(=O)COc2ccccc2Cl)c(C)n1C1CC1	-7.0
COc1ccc(CC(=O)NCCS(=O)(=O)N2CCN(c3ccccc3)CC2)cc1OC	1.5
OCc1ccccc1NC(=S)Nc1cccnc1	-0.8
CC(C)(C)OC(=O)NC(CO)c1cn([C@@H](Cc2cc3ccccc3[nH]2)C(=O)N2CCN(C(=O)OC(C)(C)C)CC2)nn1 (stereo partly drawn)	-3.9
COc1ccc(-c2csc(Cc3nnc(N4CCOCC4)n3-c3ccccc3)n2)cc1	2.3
C=CCSc1nccc(-c2cc(Cl)sc2Cl)n1	1.1
CCOC(=O)[C@]12CCCC=C1N(Cc1ccc3c(c1)OCO3)C(=O)[C@H](CC(=O)NCC13CC4CC(CC(C4)C1)C3)C2	-0.2
COc1ccc(CN(C(=O)c2cnccn2)C(C(=O)Nc2ccc(F)cc2)c2ccccc2)cc1 (stereo not drawn)	-5.3
COc1ccc(S(=O)(=O)N2CCCCC2)cc1NC(=O)c1ccc([N+](=O)[O-])o1	0.8
COc1ccc(CC(=O)Nc2c3c(nn2-c2cccc(Cl)c2)CS(=O)C3)cc1 (stereo not drawn)	-0.9
COc1cccc(CNC(=O)CCCc2c[nH]c3ccccc23)c1	-7.4
CCOc1ccc(NC(=O)NNC(=O)c2ccc(Cl)cc2Cl)cc1	0.8
Cc1ccc2nc(NC(=O)Cc3cccs3)sc2c1	8.4
Cn1c(C(=O)NCCN2CCN(c3ccccc3F)CC2)cc2c(=O)n(C)c3ccccc3c21	-2.3
CCOC(=O)CCCNC(=O)CCNC(=O)c1ccc(OCCC(C)C)cc1	1.2
COc1cccc(NC(=O)C2CCN(S(=O)(=O)c3ccc4c(c3)NC(=O)C(C)S4)CC2)c1 (stereo not drawn)	0.5
COc1cc(CNc2nnnn2C)ccc1OCc1c(F)cccc1Cl	2.9
CCOC(=O)c1ccc(NC(=O)CCn2nnc3ccccc32)cc1	1.8
CCN(CC(=O)NC(C)(C)C)Cc1cc(=O)n2c(-c3ccccc3)csc2n1	5.6
CCOC(=O)C1(C)CCCCCN1C(=O)c1ccc(C(F)(F)F)nc1C (stereo not drawn)	-3.5
COc1cc(/C=N/NC(=O)CCc2ccccc2)ccc1O	-1.7
Cc1cnc(C(=O)OCC(=O)NC(C)c2ccccc2)cn1 (stereo not drawn)	-1.3
